Screens: PubChem, National Center for Advancing Translational Sciences (NCATS)
PTHR1 ag = activates the human parathyroid hormone receptor PTHR1; Q03431; Potency, µM (highest dose often 115 µM), without a hit: top-dose activation, usual class: activators; AID 743266; 0.075% of 410,000 active; HEK293 GP2 PTHR1 cells, GloSensor cAMP luminescence, 1 h; further: nearly all actives have a fitted effect of over 55% in size; some results filed as inactive show a strong effect at the top dose; inactives centre near -15; many of its hits are not listed in these tables
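HEK-293-derived GP2 cells expressing PTHR1 and a GloSensor cAMP reporter, 3,000/well, plated overnight, given luciferin plus IBMX (each 0.5 mM as added) for 1 h at 37 °C, then compound for 1 h at 37 °C. Luminescence was read after 15 min at room temperature.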
FUS suppressor = rescues growth of FUS-expressing yeast; S. cerevisiae FUS-expressing, growth rescue, OD600, 24 h; Potency, µM (top dose mostly 76.6 µM), for inactives: at the highest dose growth rescue (activation), usual class: activators; 0.24% of 390,000 active; AID 1347120;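 further: plate controls were DMSO vehicle for no effect and reference control for full effect; nearly all actives have a fitted effect of over 55% in size; some results filed as inactive show a strong effect at the top dose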
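FUS-expressing yeast, raffinose-pregrown, induced in 2% galactose minimal medium at OD 0.005; compounds in a dilution series, 24hr at 30C. Growth restoration read as absorbance at 600 nm. CP55940 positive control, DMSO negative.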
EPAC2 antagonist = antagonists of human EPAC2 | Q8WZA2 | EPAC2 GEF exchange of Rap1B-BODIPY-GDP, fluorescence | Potency, µM (top dose mostly 114 µM), without a hit: at the highest dose activity, negative = inhibition, hits mostly inhibitors | 0.18% of 360,000 active; further: on the % scale 0 is the no-effect control and ±100 the full control effect; nearly all actives have a fitted effect of over 45% in size; many of its hits are not listed in these tables
Target sequence (Q8WZA2 whole entry, looked up): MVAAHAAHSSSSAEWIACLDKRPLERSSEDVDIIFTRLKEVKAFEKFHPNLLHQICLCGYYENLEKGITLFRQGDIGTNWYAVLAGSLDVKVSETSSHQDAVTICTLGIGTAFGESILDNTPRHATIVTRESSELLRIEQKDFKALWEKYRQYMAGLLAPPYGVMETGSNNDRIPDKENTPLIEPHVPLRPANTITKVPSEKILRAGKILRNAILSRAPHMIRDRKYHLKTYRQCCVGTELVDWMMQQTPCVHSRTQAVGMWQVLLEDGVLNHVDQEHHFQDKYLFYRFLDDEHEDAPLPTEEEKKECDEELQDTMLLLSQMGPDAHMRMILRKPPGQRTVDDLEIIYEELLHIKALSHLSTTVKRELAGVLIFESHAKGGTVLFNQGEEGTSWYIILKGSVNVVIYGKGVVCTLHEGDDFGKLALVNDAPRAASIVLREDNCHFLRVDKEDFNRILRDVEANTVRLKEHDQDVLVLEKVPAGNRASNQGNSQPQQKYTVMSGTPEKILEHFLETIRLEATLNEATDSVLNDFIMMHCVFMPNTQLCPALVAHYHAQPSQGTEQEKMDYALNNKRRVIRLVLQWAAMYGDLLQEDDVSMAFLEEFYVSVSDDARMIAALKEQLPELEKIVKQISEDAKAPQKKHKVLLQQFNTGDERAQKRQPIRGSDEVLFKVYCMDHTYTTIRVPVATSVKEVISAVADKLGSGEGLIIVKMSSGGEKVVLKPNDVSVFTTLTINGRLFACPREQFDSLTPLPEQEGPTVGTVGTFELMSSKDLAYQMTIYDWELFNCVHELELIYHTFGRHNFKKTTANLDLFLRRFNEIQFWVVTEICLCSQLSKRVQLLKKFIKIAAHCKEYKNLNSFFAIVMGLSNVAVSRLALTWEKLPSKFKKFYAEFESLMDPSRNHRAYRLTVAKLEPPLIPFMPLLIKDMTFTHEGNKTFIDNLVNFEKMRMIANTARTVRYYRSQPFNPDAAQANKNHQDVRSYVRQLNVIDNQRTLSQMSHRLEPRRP
TDP43 rescue = rescues yeast growth from TDP-43 toxicity. TDP-43 expressing yeast growth rescue, BacTiter-Glo, 24 h. Potency, µM (top dose mostly 46.1 µM), inactives show at the highest dose growth rescue (activation), actives largely listed as activators. 1.8% of 410,000 active. AID 652104; further: % of control where 0% means no effect; nearly all actives have a fitted effect of over 50% in size
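Yeast expressing TDP-43 (pregrown in raffinose, seeded at OD600=0.02 in galactose medium) exposed to compounds 24 hr at 30 deg C. Growth read by BacTiter-Glo luminescence; rescue of toxicity appears as increased signal.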
EPAC1 antag = EPAC1 (human) antagonism; O95398; AID 720709; 0.14% of 360,000 active; Potency, µM (titrated, usually from 115 µM), for inactives: top-dose activity change, negative = inhibition, actives largely listed as inhibitors; EPAC1 GEF assay, Rap1b-BODIPY-GDP exchange fluorescence;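 further: plate controls were vehicle for no effect and positive control for full effect; nearly all actives have a fitted effect of over 50% in size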
EPAC1 ag = EPAC1 (human) agonism. AID 720707. O95398. EPAC1 agonist qHTS, biochemical assay; response scale: 100% = response to 6.5 mM cAMP. 0.073% of 360,000 active. Potency, µM (doses to about 154 µM), without a hit: top-dose activation, hits mostly activators; further: nearly all actives have a fitted effect of over 60% in size
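Nucleotide exchange by EPAC1 (100 nM) on Rap1B–BODIPY-GDP (250 nM) in the presence of 50 uM GDP is tracked fluorescently at 480/540 nm over 30 min. Signals are normalized to a 6.5 mM cAMP control.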
aSyn yeast inh = rescues yeast growth from alpha-synuclein toxicity. Yeast expressing alpha-synuclein, growth rescue, BacTiter-Glo, 24 h. Potency, µM (top dose mostly 46.1 µM), for inactives: top-dose growth rescue (activation), most hits filed as activators. 0.14% of 370,000 active. AID 652106; further: % of control where 0% means no effect; nearly all actives have a fitted effect of over 65% in size
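Screening used galactose-induced yeast with toxic alpha-synuclein levels, exposed to compound for 24 hr at 30 deg C. Cell growth, read with BacTiter-Glo luminescence, gave the measured signal.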
EPAC2 agonist = agonists of human EPAC2 (RAPGEF4) | Q8WZA2 | Potency, µM (doses to about 154 µM), for inactives: at the top dose activation, most hits filed as activators | EPAC2 activation, biochemical qHTS; response scale: 100% = 6.5 mM cAMP response | 0.079% of 360,000 active; further: nearly all actives have a fitted effect of over 50% in size
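Setup: EPAC2 100 nM, labeled Rap1B complex 250 nM, free GDP 50 uM. Compound titrations pinned in, brief spin, 5 min room temperature incubation. Kinetic fluorescence read over 30 min, normalized to 6.5 mM cAMP.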
* = called active by the depositor; i = inactive; ? = inconclusive; nt = not tested or not shown; [ ] = dose if it differs, or a comment. The call rests on the fitted dose curve; in most records, active means well fitted curve in the direction sought with a large enough effect; inconclusive means small, poorly fitted or top-dose-only effect, or another doubt; inactive means no such curve, though single readings can be large; an effect the other way counts as inactive or inconclusive. Potency means the concentration at half of the fitted maximal effect. Only part of the results is shown; count on the stated rates, not on these rows.

SMILES	PTHR1 ag	FUS suppressor	EPAC2 antagonist	TDP43 rescue	EPAC1 antag	EPAC1 ag	aSyn yeast inh	EPAC2 agonist
COc1ccc([C@H]2C[C@@H](n3cc(COC(=O)c4ccccc4)nn3)[C@H](O)CN2C(=O)c2cccs2)cc1	-23%	34%	1%	17%	1%	16%	1%	14%
O=[N+]([O-])c1ccc(-c2cn(-c3ccccc3)c(=S)[nH]2)cc1	i	nt	-3%	7%	-11%	5%	-12%	8%
CCOC(=O)C1=C(C)NC(C)=C(C(=O)OCC)C1c1ccc(Br)o1	-16%	25%	?	25%	3%	-11%	7%	-2%
Cc1cc(F)c(F)c(C(=O)N2CCOCC2)c1Cl	i	-10%	4%	3%	-13%	3%	-6%	0%
C=C(C)COc1ccc2c3c(c(=O)oc2c1OCC(=C)C)CCC3	-5%[57.5 µM]	?	-27%	-22%	-9%	17%	-3%	9%
CCCCNS(=O)(=O)c1ccc(OCC(=O)OC)cc1	-16%	nt	17%	-8%	-2%	-6%	0%	-2%
Cc1cc2nc(SCCN3CCCC3)[nH]c2cc1C	-7%[57.5 µM]	0%	8%	-8%	-4%	-2%	0%	6%
CC(=O)N1CCN(Cc2nc3cc(NC(=O)c4cccc(Br)c4)ccc3n2C)CC1	-26%	18%	-1%	-11%	-8%	2%	-6%	9%
Fc1ccc(CNc2nc(-c3ccccc3)nc3ccccc23)cc1	-19%	2%	-5%	1%	-19%	15%	-5%	8%
O=C(NCC1CCCO1)C1CCCN(S(=O)(=O)c2cccc(C(F)(F)F)c2)C1 (stereo not drawn)	-18%	11%	2%	0%	17%	-4%	-6%	0%
CCC(C)n1c(SCC(=O)/C(C#N)=C(\C)N)nc2ccccc2c1=O (stereo not drawn)	-18%	19%	-7%	15%	4%	2%	-2%	-1%
Cc1ccc(NS(=O)(=O)c2cc(C(=O)O)ccc2Cl)c(C)c1	-31%[inhibitor]	3%	4%	6%	6%	-1%	-1%	4%
Cc1ccc(F)cc1C(=O)N1CCCC(c2cc(C(=O)NCc3ccccc3)no2)C1 (stereo not drawn)	i	22%	-11%	0%	-1%	-9%	-2%	3%
COc1ccc(NC(=O)CN(C)C(=O)c2n[nH]c3ccccc23)cc1	0%	-9%	-2%	0%	-16%	-17%	1%	10%
Cc1ccc(Cn2c(N)c(S(=O)(=O)c3cccs3)c3nc4ccccc4nc32)cc1	i	27%	-9%	-6%	0%	13%	1%	23%
Cc1ccc(S(=O)(=O)Nc2cccnc2)cc1	-11%[57.5 µM]	5%	4%	5%	-8%	0%	1%	3%
O=C(CCc1nc(-c2ccc(Cl)cc2)no1)NC1CCCCC1	-40%[inhibitor]	-7%	5%	5%	1%	10%	-1%	1%
Cc1ccc(NC(=O)CSc2nnc(C)c(=O)[nH]2)cc1C	i	6%	8%	-2%	22%	-3%	2%	5%
CCCn1c(C(=O)OC)cc2c1ccn2-c1ccc(F)cc1	-10%	25%	1%	8%	7%	6%	1%	-1%
COc1ccccc1/C=C/C(=O)N1CCC(c2ccccc2)C1 (stereo not drawn)	i	0%	4%	21%	-2%	9%	1%	16%
Cc1ccc(NC(=O)COC(=O)CCc2ccc(S(=O)(=O)N3CCOCC3)cc2)cc1C	i	18%	-1%	25%	-10%	-1%	6%	-1%
CCOC(=O)c1ccccc1NC(=O)N[C@@H](C)C(=O)OC	16%[57.5 µM]	14%	2%	-20%	10%	1%	5%	6%
S=C(Nc1ccc2cn[nH]c2c1)Nc1ccccc1Cl	i	6%	8%	?	0%	-13%	-14%	-2%
CC1(C)C2([N+](=O)[O-])CN3CC1([N+](=O)[O-])CN(C2)C3C(O)C(O)C(O)CO (stereo not drawn)	?	39%	0%	-18%	-22%	2%	0%	11%
O=C(NCCCN1CCOCC1)c1ccc(Sc2ccccc2Cl)c([N+](=O)[O-])c1	i	nt	-2%	15%	6%	-9%	-1%	-8%

Already shown: entries from further up.
SMILES	PTHR1 ag	FUS suppressor	EPAC2 antagonist	TDP43 rescue	EPAC1 antag	EPAC1 ag	aSyn yeast inh	EPAC2 agonist
Fc1ccc(CNc2nc(-c3ccccc3)nc3ccccc23)cc1	-19%	2%	-5%	1%	-19%	15%	-5%	8%
O=C(NCC1CCCO1)C1CCCN(S(=O)(=O)c2cccc(C(F)(F)F)c2)C1 (stereo not drawn)	-18%	11%	2%	0%	17%	-4%	-6%	0%

Next part.
SMILES	PTHR1 ag	FUS suppressor	EPAC2 antagonist	TDP43 rescue	EPAC1 antag	EPAC1 ag	aSyn yeast inh	EPAC2 agonist
COCCOC(=O)c1c(C)n(C)c2ccc(OC(=O)c3ccccc3OC)cc12	-10%	27%	-2%	1%	7%	2%	-3%	7%
Cc1cc(SCCC(=O)O)nc2ccccc12	i	-6%	10%	?	-7%	1%	11%	4%[15.6 µM]
Cn1c(SCc2cccc(Br)c2)nc2ccccc2c1=O	-35%[inhibitor]	-28%	-9%	29%	12%	9%	8%	11%
COC(=O)C(Cc1ccccc1)NC(=O)COc1ccc(C(C)(C)C)cc1 (stereo not drawn)	-32%[inhibitor]	?	-12%	2%	-22%	5%	12%	8%
COc1ccc(C(=O)Nc2ccccc2C(=O)NCc2cccnc2)cc1	-7%	nt	2%	-1%	-3%	1%	0%	-3%
Cc1ccc(-c2csc(NC(=O)c3ccc(F)cc3)c2C(=O)O)cc1	-11%	-3%	-3%	-45%[inhibitor]	1%	-8%	7%	0%
CCOC(=O)CN1NC2(CCC(C)CC2)NC1=S (stereo not drawn)	-3%[57.5 µM]	32%	11%	23%	8%	-4%	1%	3%
Cc1c(C(=O)NCCSCc2ccc(Cl)cc2Cl)cccc1[N+](=O)[O-]	-9%[57.5 µM]	-1%	1%	14µM*	8%	4%	25%	-1%
COc1ccc(OC)c(NC(=O)CC2C(=O)NCCN2C(=O)c2ccccc2)c1 (stereo not drawn)	i	-11%	1%	-4%	3%	13%	1%	4%
COCCNC(=O)C1CCCN(Cc2ccccc2Cl)CC1 (stereo not drawn)	i	-11%	-7%	4%	-6%	-20%	0%	6%
CC(C(=O)Nc1ccc2c(c1)OCO2)n1cnc2c1c(=O)n(C)c(=O)n2C (stereo not drawn)	i	1%	5%	9%	-6%	9%	-6%	11%
COc1cccc(OC)c1C(=O)OCC(=O)NCc1ccco1	-94%[inhibitor]	-12%	-3%	23%	2%	17%	1%	9%
O=C1NC(=O)C2(CCCCC2C2CCCCC2)N1 (stereo not drawn)	-3%	9%	14%	11%	-14%	2%	0%	9%
CS(=O)(=O)NCCCNc1ccc(Cl)cc1[N+](=O)[O-]	-6%	6%	-2%	21%	-3%	14%	3%	2%
COc1ccc(CCNCC(=O)Nc2ccc(OC(F)(F)F)cc2)cc1OC	-18%	-7%	1%	-8%	12%	-9%	-6%	10%
O=C(CN1C(=O)CCSc2ccc(S(=O)(=O)N3CCOCC3)cc21)Nc1cccc(F)c1	i	21%	-4%	-3%	-2%	-1%	5%	-2%
O=C(O)CCC(=O)Nc1ccc(C(=O)OC2CCCCC2)cc1	i	6%	-1%	-2%	-9%	5%	2%	8%
CCN(CC)C(=S)NC(=O)c1ccc(OC)c(Br)c1	-72%[inhibitor]	24%	13%	?	6%	-2%	3%	-2%
Cc1noc(C)c1C(=O)OCC(=O)Nc1ccc(C(N)=O)cc1	i	2%	-2%	0%[9.22 µM]	-29%	3%	-1%	11%
CC(C)(C)N(Cc1ccccc1)C(=O)COC(=O)c1ccc(Br)o1	-33%[inhibitor]	13%	-17%	21%	-15%	2%	16%	8%
Cc1cccc(N2CC(C(=O)O)CC2=O)c1 (stereo not drawn)	i	13%	-2%	-18%	-4%	10%	0%	-1%
O=C(NC(c1ccccc1)c1ccsc1)C1CCN(Cc2ccccc2)CC1 (stereo not drawn)	-16%	4%	-6%	0%	0%	8%	-2%	7%
CC(C)[C@H](NS(=O)(=O)c1cccc(Cl)c1)C(=O)OCC(=O)N1CCN(c2ccccc2)CC1	-44%	nt	-5%	27%	-19%	-4%	?	8%
CCO/C(C)=N/Oc1cccc(N(C)C)c1	-15%	-13%	-14%	0%	3%	0%	0%	3%
Cc1nc(Cl)sc1C(=O)O	30%	-11%	-2%	5%	8%	-2%	1%	-2%
COc1ccc(CN(C(=O)c2ccc(-c3ccccc3)[nH]2)C(C(=O)NC(C)(C)C)c2ccncc2)cc1 (stereo not drawn)	-10%	?	-13%	-9%[0.397 µM]	-12%	10%	?	2%
COCCNS(=O)(=O)c1ccc(Cl)c(C(=O)NC2CCN(Cc3ccccc3)CC2)c1	i	1%	5%	-14%	-15%	-2%	-1%	10%
COC(=O)c1ccc(NC(=O)c2ccc(NS(=O)(=O)c3cccc4cccnc34)cc2)cc1	-23%	37%	8%	-20%	-2%	6%	-3%	1%

Molecules listed so far with an aryl methoxy group, in the order listed:
SMILES	PTHR1 ag	FUS suppressor	EPAC2 antagonist	TDP43 rescue	EPAC1 antag	EPAC1 ag	aSyn yeast inh	EPAC2 agonist
COc1ccc([C@H]2C[C@@H](n3cc(COC(=O)c4ccccc4)nn3)[C@H](O)CN2C(=O)c2cccs2)cc1	-23%	34%	1%	17%	1%	16%	1%	14%
COc1ccc(NC(=O)CN(C)C(=O)c2n[nH]c3ccccc23)cc1	0%	-9%	-2%	0%	-16%	-17%	1%	10%
COc1ccccc1/C=C/C(=O)N1CCC(c2ccccc2)C1 (stereo not drawn)	i	0%	4%	21%	-2%	9%	1%	16%
COCCOC(=O)c1c(C)n(C)c2ccc(OC(=O)c3ccccc3OC)cc12	-10%	27%	-2%	1%	7%	2%	-3%	7%
COc1ccc(C(=O)Nc2ccccc2C(=O)NCc2cccnc2)cc1	-7%	nt	2%	-1%	-3%	1%	0%	-3%
COc1ccc(OC)c(NC(=O)CC2C(=O)NCCN2C(=O)c2ccccc2)c1 (stereo not drawn)	i	-11%	1%	-4%	3%	13%	1%	4%
COc1cccc(OC)c1C(=O)OCC(=O)NCc1ccco1	-94%[inhibitor]	-12%	-3%	23%	2%	17%	1%	9%
COc1ccc(CCNCC(=O)Nc2ccc(OC(F)(F)F)cc2)cc1OC	-18%	-7%	1%	-8%	12%	-9%	-6%	10%
CCN(CC)C(=S)NC(=O)c1ccc(OC)c(Br)c1	-72%[inhibitor]	24%	13%	?	6%	-2%	3%	-2%
COc1ccc(CN(C(=O)c2ccc(-c3ccccc3)[nH]2)C(C(=O)NC(C)(C)C)c2ccncc2)cc1 (stereo not drawn)	-10%	?	-13%	-9%[0.397 µM]	-12%	10%	?	2%
